Compound activity from PubChem BioAssay.
Sm TGR block: qHTS Assay for the Inhibitors of Schistosoma Mansoni Peroxiredoxins; Schistosoma mansoni thioredoxin glutathione reductase (TGR), Q962Y6; purified TGR, DTNB reduction, TNB absorbance 405 nm; Potency, µM (doses to about 114 µM), inactives show top-dose activity change, negative = inhibition, actives largely listed as inhibitors; actives 3% (n = 360,000); AID 485364, 2010; further: nearly all actives have a fitted effect of over 60% in size
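Kinetic colorimetric format: TGR-catalysed, NADPH-driven DTNB reduction monitored via TNB absorbance. Enzyme dispensed at 20 nM; compound exposure 15 min at room temperature before reaction start.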
TbPYK inhibitor: qHTS of Trypanosoma Brucei Inhibitors | AID 624173, 2012 | pyruvate kinase (Trypanosoma brucei), Q57TT1 | Potency, µM (top dose mostly 76.8 µM), for the others: at the top dose activity, negative = inhibition, most hits filed as inhibitors | actives 0.12% (n = 410,000) | TbPYK enzyme, Kinase-Glo Plus ATP luminescence, 45 min; further: nearly all actives have a fitted effect of over 50% in size
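Screened from lowest to highest concentration, compounds were pinned into TbPYK/substrate mixtures, and ADP (130 uM final) was added. Plates sat at room temperature for 45 min prior to Kinase-Glo Plus detection by luminescence.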
Starred values were filed as active, the others as inactive; ? = inconclusive; [ ] = another dose, or the depositor's remark. The call rests on the fitted dose curve; in most records, active means well fitted curve in the direction sought with a large enough effect; inconclusive means small, poorly fitted or top-dose-only effect, or another doubt; inactive means no such curve, though single readings can be large; an effect the other way counts as inactive or inconclusive. On the % scale 0 is the no-effect control and ±100 the full control effect; potency means the concentration at half of the fitted maximal effect.

Sample of the layout (three entries):
SMILES | Sm TGR block | TbPYK inhibitor
Cc1ccc2c(c1)c1c(c(=O)n(Cc3ccccc3)c(=O)n1Cc1cccc(F)c1)n2C | 5% | -2%
CCCOc1ccc(CNC(=O)Cn2cc3c(n2)-c2c(oc(C(=O)N4CCOCC4)c2C)CC3)cc1 | -4% | -6%
CC1(C)C(=O)N(CC(=O)Nc2cccc(F)c2)c2ccc(S(=O)(=O)N3CCCCC3)cc21 | 11% | 1%

Main list (from the top)
SMILES | Sm TGR block | TbPYK inhibitor
Cc1ccc2c(c1)c1c(c(=O)n(Cc3ccccc3)c(=O)n1Cc1cccc(F)c1)n2C | 5% | -2%
CCCOc1ccc(CNC(=O)Cn2cc3c(n2)-c2c(oc(C(=O)N4CCOCC4)c2C)CC3)cc1 | -4% | -6%
CC1(C)C(=O)N(CC(=O)Nc2cccc(F)c2)c2ccc(S(=O)(=O)N3CCCCC3)cc21 | 11% | 1%
CCC(C(=O)Nc1ccccc1F)N1C(=O)CN=C(c2ccccc2)c2ccccc21 (stereo unspecified) | -2% | 4%
Cc1nc2ccccc2c(=O)n1-c1ccc(NC(=O)c2cccc([N+](=O)[O-])c2)cc1 | 5% | 6%
COc1ccc2cc(-c3cn4c(n3)sc3cc(F)ccc34)c(=O)oc2c1 | -5% | 3%
CCc1ccc2occ(CC(=O)Nc3sc4c(c3C(=O)OC)CCC4)c2c1 | 2% | 3%
O=C(c1ccc2c(c1)N(Cc1ccccc1F)C(=O)c1ccccc1S2=O)N1CCN(c2ccccc2)CC1 (stereo unspecified) | -1% | 1%
CCOc1ccc(CCNC(=O)CCCn2c(=O)c3cccn3c3ccccc32)cc1 | 7% | 0%
Cc1ccc2c(c1)N(C(=O)N1CCC(C(=O)Nc3cccc(F)c3)CC1)CCO2 | 8% | 1%
Cc1ccc(Sc2c(C(=O)NCc3ccccc3C)[nH]c3ccccc23)cc1 | 0% | 4%
Cc1ccc(C)c(S(=O)(=O)c2nnn3c2nc(NCc2cccs2)c2sccc23)c1 | 3% | -1%
CCC(=O)N1CCc2cc(S(=O)(=O)NC(Cc3ccccc3)C(=O)Nc3ccc(Cl)cc3)ccc21 (stereo unspecified) | 4% | 7%
CCOC(=O)c1cccc(NC(=O)CCSCCc2ccccn2)c1 | 2% | -2%
CCCOC(=O)c1ccc(Nc2c(C(=O)OCC)cnc3c(C)cc(Cl)cc23)cc1 | 10% | 0%
CCC1CCCCN1CCCNC(=O)c1c(C)oc2ncn(CC(C)C)c(=O)c12 (stereo unspecified) | -3% | 0%
Cc1cc(Nc2cccc(C(F)(F)F)c2)ncn1 | -4% | 1%
COc1ccccc1CNC(=O)c1cccn1-c1nnc(N2CCCC2)s1 | 5% | -4%[15.4 µM]
CCOC(=O)c1cnc2c(C)cc(C)cc2c1Nc1ccccc1OCC | -3% | 1%
CC(C)CCSc1nc2c(c(=O)n(C)c(=O)n2C)n1Cc1ccccc1Cl | 0% | 2%
CCN(CC)C(=O)Cn1c(=O)n(CCCCCC(=O)NCc2ccccc2Cl)c(=O)c2sccc21 | -9% | 1%
Cc1cc2oc(C(=O)Nc3ccc(S(N)(=O)=O)cc3)cc(=O)c2cc1C | 0% | 0%
CCc1cccc(NC(=O)c2c(C)oc3nc(C)nc(N4CCCC4)c23)c1 | 3% | 0%
COc1cccc(NC(=O)Cn2cc(C(=O)c3ccco3)c3ccccc32)c1 | -1% | -9%
O=C(Nc1ccc(Br)cc1F)C1CCN(c2nc3ccccc3[nH]2)CC1 | 0% | -9%[15.4 µM]

Filtered by structure: the entries above containing an aryl methoxy group (three)
SMILES | Sm TGR block | TbPYK inhibitor
COc1ccc2cc(-c3cn4c(n3)sc3cc(F)ccc34)c(=O)oc2c1 | -5% | 3%
COc1ccccc1CNC(=O)c1cccn1-c1nnc(N2CCCC2)s1 | 5% | -4%[15.4 µM]
COc1cccc(NC(=O)Cn2cc(C(=O)c3ccco3)c3ccccc32)c1 | -1% | -9%

Going on with the list.
SMILES | Sm TGR block | TbPYK inhibitor
COc1cc(S(=O)(=O)n2ccnc2C(C)C)ccc1Br | 1% | -1%
CCN1CCN(CCCNC(=O)Cn2c(-c3cccs3)cc3ccccc32)CC1 | -3% | 7%
Cc1ccc(-n2c(=O)c3c(c4cc(C)ccc4n3C)n(CC(=O)Nc3ccc(F)cc3)c2=O)cc1 | -3% | 2%
COc1ccc(NC(=O)CSc2nc(-c3ccc(F)cc3)c3cccc(C)c3n2)cc1 | 3% | 0%
CC(=O)c1cccc(NC(=O)c2sc(-n3nc(C)c(Cc4ccc5c(c4)OCO5)c3C)nc2C)c1 | 5% | -4%
Cc1ccc(Cl)cc1N1CCN(C(=O)c2ccc3c(c2)N(Cc2ccccc2F)C(=O)c2ccccc2S3(=O)=O)CC1 | 9% | 0%
COc1ccc(CNc2nc(-c3ccccc3)nn2C(=O)c2ccccc2OC)cc1 | 21% | 6%
CN(C)CCNc1oc(-c2ccc(COc3ccc(Cl)cc3)o2)nc1C#N | ? | -5%
Cc1ccc(NC(=O)C(Cc2c[nH]c3ccccc23)NC(=O)OCC(C)C)cc1 (stereo unspecified) | 17% | -2%
CCN(CC)C(=O)CSc1nc2cc3c(cc2c(=O)n1Cc1ccc(C(=O)NCCc2ccc(OC)c(OC)c2)cc1)OCO3 | 7% | -8%
COc1ccc(N2CCN(C(=O)c3nn(-c4ccc(C)cc4)c(=O)n(C)c3=O)CC2)cc1 | -18% | -3%
Cc1cccc(Cn2c(=O)n(CCCCC(=O)NCc3ccc4c(c3)OCO4)c(=O)c3ccccc32)c1 | -2% | -4%
COc1ccc(OCC(=O)NCC2(N3CCN(C)CC3)CCCCC2)cc1 | -1% | -2%
COC(=O)c1ccccc1NC(=O)C1=C(C)C(=O)OC12CCC(C)CC2 (stereo unspecified) | 2% | 0%
O=C1CC(c2ccccc2)Cc2[nH]c(=O)c(-c3nc(-c4ccc(Cl)cc4)cs3)cc21 (stereo unspecified) | 0% | 4%
Cc1nn(-c2ccccc2)c2nc(C3CC3)cc(C(=O)NCc3ccccc3Cl)c12 | -2% | 6%
CC(C)CCNC(=O)Nc1ccc2c(c1)N(Cc1ccccc1)C(=O)c1ccccc1S2 | 1% | 1%
Cc1ccccc1OC(=O)CSc1nnc(-c2ccc(F)cc2)o1 | 0% | 4%
O=C(Nc1cccc(Cl)c1)C1CCCN(c2nn3cc(-c4ccc(F)cc4)nc3s2)C1 (stereo unspecified) | 1% | 3%[15.4 µM]
COc1ccc(SCc2cc(=O)c3cc(Cl)ccc3[nH]2)cc1 | 3% | 1%
COC(=O)c1c(-c2ccc(Cl)cc2)noc1N1CCN(c2cccc(C(F)(F)F)c2)CC1 | 10% | -1%
CCOC(=O)C1=C(CS(=O)(=O)c2ccc(F)c(C)c2)NC(=O)NC1c1ccc(F)c(F)c1 (stereo unspecified) | -9% | 6%
COCCn1c(C)cc(O)c(C(c2ccccc2OC)N2CCCCC2)c1=O (stereo unspecified) | 10µM* | -4%
COc1ccc(C(=O)NCC(c2ccc3c(c2)OCO3)N2CCN(C)CC2)cc1OC (stereo unspecified) | 5% | 1%
O=C(Cn1cc(S(=O)(=O)Cc2cccc(Cl)c2)c2ccccc21)NCCc1ccccc1 | 4% | 3%[15.4 µM]

Looked up above:
For TbPYK inhibitor, Cc1ccc(Cl)cc1N1CCN(C(=O)c2ccc3c(c2)N(Cc2ccccc2F)C(=O)c2ccccc2S3(=O)=O)CC1 shows 0%
For Sm TGR block, COc1cc(S(=O)(=O)n2ccnc2C(C)C)ccc1Br shows 1%
For TbPYK inhibitor, CN(C)CCNc1oc(-c2ccc(COc3ccc(Cl)cc3)o2)nc1C#N shows -5%

(cont.)
SMILES | Sm TGR block | TbPYK inhibitor
Cc1nc2c(C(=O)NC(C)c3ccccc3)cnn2c(C)c1Cc1ccccc1 (stereo unspecified) | 10% | -8%
CCOc1ccc(C(=O)Nc2ccc(-c3nc4cc(CC)ccc4o3)cc2)cc1 | 5% | 3%
COc1cc(OC)cc(-c2nc(-c3cccc(C)c3)no2)c1 | 0% | 1%
COc1cccc(C(=O)N2CCc3c([nH]c4ccccc34)C2c2ccc(SC)cc2)c1 (stereo unspecified) | 2% | 2%
CCOC(=O)N1CCc2c(sc(NCc3ccc(N(C)C)cc3)c2C(=O)Nc2ccccc2OCC)C1 | -29% | -25%
CCOC(=O)c1ccc(NC(=O)Nc2c[nH]c(=O)[nH]c2=O)cc1 | -12% | -2%
Cc1cc(C)cc(NC(=O)Cn2c(=O)n(CCC(C)C)c(=O)c3cccnc32)c1 | 10% | 2%
O=C(Nc1ccc(F)cc1F)c1ccc2c(=O)n3c(nc2c1)CCCCC3 | -3% | -3%
CCN1CCN(c2ncnc3c2cnn3-c2ccc(C)c(Cl)c2)CC1 | -6% | 1%
COc1cc([N+](=O)[O-])ccc1NC(=O)N1CCN(c2cc(-c3noc(C)n3)ccc2C)CC1 | 6% | -2%
CCn1c(C(=O)NCc2ccccc2Cl)cc2sc(Cl)cc21 | 1% | 5%
CCCCc1nn2c(=O)cc(COC(=O)CNC(=O)COc3ccc(C)cc3)nc2s1 | -4% | -4%
CCOc1ccc(CCNC(=O)C2Cc3ccccc3N2C(=O)CC)cc1OCC (stereo unspecified) | 16% | -3%
CCOc1ccc(C(=O)N2CCC(c3nnc(-c4ccccc4OC)o3)CC2)cc1 | -8% | -4%
CCOc1ccc(NC(=O)c2cc3sc(Cl)cc3n2CC)cc1 | 2% | -2%
Cc1ccc2c(CC(=O)Nc3c(C(=O)c4ccc(F)cc4)oc4ccccc34)coc2c1C | -4% | 0%
CCOC(=O)C(CC)n1nnc2sc(-c3ccccc3)cc2c1=O (stereo unspecified) | 1% | -2%
CCCCN(CC)Cc1ccc(CNS(=O)(=O)c2cc3c(cc2Cl)NC(=O)CO3)o1 | -18% | -18%[15.4 µM]
CCOc1ccc(NC(=O)CSc2cn(CC(=O)N3CCOCC3)c3ccccc23)cc1 | -1% | 1%
COc1cc(Cl)c(NS(=O)(=O)c2ccc(-c3coc(C)n3)cc2)c(OC)c1 | -1% | 0%
CCc1nnc(NC(=O)CSc2nc3c([nH]c4ccccc43)c(=O)n2-c2ccc(Cl)cc2)s1 | 8% | -5%
CC(=O)Nc1ccc(NC(=O)CCc2c(C)nc3c(c(C)nn3-c3ccc(C)cc3)c2C)cc1 | 6% | -5%
COc1ccc(S(=O)(=O)N(CC(=O)N(C)Cc2ccccc2)c2ccc(Cl)cc2)cc1 | 16% | 5%
Cc1ccc(NC(=O)Cn2c(=O)n(Cc3ccco3)c(=O)c3sc4ccccc4c32)c(C)c1 | -10% | -1%
CC(=O)N1CCCc2cc(S(=O)(=O)Nc3ccc(Cl)cc3F)ccc21 | -8% | 3%

Additional entries
SMILES | Sm TGR block | TbPYK inhibitor
COC(=O)c1scc(-c2ccccc2)c1S(=O)(=O)Nc1cccc(C)c1C | 4% | -4%
COc1ccc2oc(=O)c(C(=O)Nc3cccc(C(=O)O)c3)cc2c1 | -4% | -8%
Cc1ccc(NC(=O)Cn2c(-c3cncs3)nc3ccccc32)c(Br)c1 | -11% | 0%
CCCn1cnc2cc(NCc3ccccc3OCC)ccc21 | -8% | -5%
CC(C)c1ccc(NC(=O)N2c3ccccc3Sc3ccccc32)cc1 | -2% | -8%
c1ccc(-c2noc(-c3cccnc3NCc3ccco3)n2)cc1 | 3% | -7%
O=C(CCn1nc(-c2ccc(Cl)cc2)ccc1=O)NCCc1ccccc1 | -7% | -5%
CC(=O)c1ccc(N2CCN(C(=O)C3CCN(S(=O)(=O)c4cccc5nonc45)CC3)CC2)cc1 | 6% | 1%
O=C(NCCN1CCN(c2ccccc2F)CC1)C1COc2ccccc2C1 (stereo unspecified) | 0% | -3%
COc1ccc(NC(=O)C(=O)NCC(c2cccnc2)N2CCc3ccccc3C2)cc1 (stereo unspecified) | -2% | 1%
CCCCOC(=O)c1ccc(NC(=O)Cc2coc3ccc(C(C)C)cc23)cc1 | 16% | -4%
COc1cccc(-n2cc(C(=O)Nc3cccc(C(F)(F)F)c3)c3ccccc3c2=O)c1 | 0% | 3%
COc1ccc(Br)cc1CNC(=O)CSc1cc(=O)n(C)c2ccccc12 | 8% | -4%
O=C(Nc1ccc(OC(F)(F)F)cc1)C(Cc1ccccc1)NS(=O)(=O)c1cccc2nsnc12 (stereo unspecified) | 4% | 3%
CC(C)(C)C(=O)CSc1nc2ccsc2c(=O)n1Cc1ccccc1Cl | 0% | -4%
CCOc1ccc2nc(NC(=O)c3cccn(Cc4ccc(C)cc4)c3=O)sc2c1 | 8% | 2%
COc1ccc(-c2nc(SCC(=O)NCCc3ccccc3)n[nH]2)cc1 | -6% | -14%
COc1ccc(-c2cc(C(F)(F)F)nc(SCC(=O)N3CCCCC3)n2)cc1OC | 2% | -1%
COc1ccc2cc(CNc3ccccc3)c(=O)n(CC(=O)Nc3ccc(C(C)=O)cc3)c2c1 | -8% | 3%
CCC(=O)N1CCc2cc(Br)cc(S(=O)(=O)CCC(=O)Nc3cccc(CC)c3)c21 | 7% | 7%
O=C(CNC(=O)c1ccc(Cl)cc1)OCc1cc(=O)n2ccsc2n1 | 35µM* | -5%
Cc1nnc(N2CCCC(C(=O)NCc3ccccc3)C2)c2nn(-c3ccccc3)c(C)c12 (stereo unspecified) | -2% | 0%
COc1cccc(NC(=O)Cn2c(=O)n(CCC(=O)NCc3ccccc3OC)c(=O)c3ccccc32)c1 | 2% | -1%
O=C(NCC(c1cccs1)S(=O)(=O)c1ccccc1)c1ccc(C(F)(F)F)cc1 (stereo unspecified) | 3% | 3%

An excerpt; count on the stated rates, not on these rows.
